ELG1 DNA repair: blocks ELG1-dependent DNA repair in HEK293T cells; Potency, µM (titrated, usually from 46.1 µM), for the others: at the top dose activity change, negative = inhibition, hits mostly inhibitors; HEK293T ELG1-luciferase reporter, luminescence, 16 h; DNA damage induced by 5-fluorouridine; 2.3% of 330,000 active; note: potency is the fitted concentration of half-maximal effect; % is set by controls: 0 for no effect and ±100 for the full control effect; nearly all actives have a fitted effect of over 55% in size
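DMSO vehicle served as the neutral condition. Each well held 2,000 cells given 5-fluorouridine plus compound; after 16 hr at 37 °C/5% CO2, ONE-Glo was added and luciferase measured 30 min later.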
PTAP TSG101 blk: blocks PTAP/TSG101 interaction to inhibit HIV-1 budding | Potency, µM (doses to about 115 µM), without a hit: at the highest dose activity change, negative = inhibition, hits mostly inhibitors | 340,000 tested, under 10 active | Q99816 | Fluorescence polarization, FITC-PTAP peptide / Tsg101 binding; active = well fitted inhibition curve with a large enough effect in the main read-out, with a control signal flat, not every such curve was filed as active; inconclusive = small, poorly fitted or top-dose-only effect, or effect the other way, or a change in a side signal; inactive = no such curve, though single readings can be large or run the other way; note: potency is the fitted concentration of half-maximal effect; % of control where 0% means no effect
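Steps: Tsg101 binding domain dispensed (10 uM final), compounds pinned in DMSO, FITC-labeled PTAP-motif peptide added (50 nM final); after 20 min binding at room temperature, polarization measured.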
uPA surface inh: blocks generation of uPA at the cell surface | cell surface uPA generation assay, qHTS | Potency, µM (top dose mostly 38.3 µM), without a hit: top-dose activity change, negative = inhibition, actives largely listed as inhibitors | 0.31% of 330,000 active; active = well fitted inhibition curve with a large enough effect; inconclusive = small, poorly fitted or top-dose-only effect; inactive = no such curve, though single readings can be large or run the other way; tested in mouse RAW 264.7 cells; note: potency is the fitted concentration of half-maximal effect; % is set by controls: 0 for no effect and ±100 for the full control effect; nearly all actives have a fitted effect of over 55% in size
TCR act: activators of T cell receptors. 330,000 tested, under 10 active. Potency, µM (doses to about 9.22 µM), for inactives: top-dose activation of IL-2 secretion, usual class: activators. primary human leukocytes, anti-CD3, IL-2 HTRF, 48 h; note: % of control where 0% means no effect
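IL-2 release read by HTRF sandwich (Eu cryptate donor, d2 acceptor, 665 nm emission) after 48 hr exposure of primary human leukocytes to compound together with anti-CD3 beads in the absence of co-stimulatory signals.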
Tb PFK inh: blocks T. brucei phosphofructokinase; O15648; T. brucei PFK, ADP-Glo luminescence; Potency, µM (series often up to 57.5 µM), inactives show at the highest dose activity, negative = inhibition, usual class: inhibitors; 0.17% of 330,000 active;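 note: potency is the fitted concentration of half-maximal effect; 0% = uninhibited 1x PFK enzyme wells and -100% = no-enzyme wells; nearly all actives have a fitted effect of over 60% in size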
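1.25 nM PFK with 0.5 mM F6P and 0.1 mM ATP in 0.1 M TEA pH 8.0, 5 mM MgCl2, incubated 45 min at room temperature; ADP measured by ADP-Glo luminescence; compounds titrated up to 57 uM.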
Eya2 inh: Eya2 (human) phosphatase inhibition; recombinant Eya2, OMFP fluorescence dephosphorylation (OMFP is methylfluorescein phosphate); Potency, µM (series often up to 76.9 µM), inactives show at the top dose activity, negative = inhibition, usual class: inhibitors; 0.006% of 330,000 active; O00167; note: potency is the fitted concentration of half-maximal effect; % is set by controls: 0 for no effect and ±100 for the full control effect
Target sequence (O00167 whole entry, looked up): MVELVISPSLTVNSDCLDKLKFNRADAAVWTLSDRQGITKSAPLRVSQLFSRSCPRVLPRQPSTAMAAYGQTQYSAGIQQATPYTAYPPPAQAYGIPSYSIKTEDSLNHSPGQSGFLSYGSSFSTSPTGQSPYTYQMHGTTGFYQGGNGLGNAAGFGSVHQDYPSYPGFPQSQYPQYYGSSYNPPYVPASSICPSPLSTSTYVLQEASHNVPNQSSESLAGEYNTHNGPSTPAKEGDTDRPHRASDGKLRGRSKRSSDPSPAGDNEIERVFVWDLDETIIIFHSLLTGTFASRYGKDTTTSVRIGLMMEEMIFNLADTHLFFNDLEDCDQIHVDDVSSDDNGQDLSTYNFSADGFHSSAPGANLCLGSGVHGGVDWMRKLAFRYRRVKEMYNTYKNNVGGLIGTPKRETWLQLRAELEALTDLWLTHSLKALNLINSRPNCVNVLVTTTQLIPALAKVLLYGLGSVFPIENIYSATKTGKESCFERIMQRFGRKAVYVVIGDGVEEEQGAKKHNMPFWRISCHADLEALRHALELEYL
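Eya2 protein (added as 0.2 uM solution) was preincubated with compound for 10 min at ambient temperature in 50 mM HEPES pH 7.5, 50 mM NaCl, 5 uM MgCl2, 0.05% BSA, 1 mM DTT. OMFP (added at 50 uM) then reacted 10 min; fluorescence read at 485/525 nm.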
Mito fusion yeast: mitochondrial division inhibition or fusion activation; S. cerevisiae fusion-defective mutant growth rescue, CellTiterGlo 48 h; 0.23% of 320,000 active; Potency, µM (highest dose often 46.1 µM), without a hit: at the top dose growth rescue (activation), actives largely listed as activators;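 note: potency is the fitted concentration of half-maximal effect; % of control where 0% means no effect; nearly all actives have a fitted effect of over 45% in size; temperature-sensitive fusion mutants such as fzo1-1 at 37 °C on non-fermentable ethanol glycerol medium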
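Temperature-sensitive fusion-defective S. cerevisiae (e.g. fzo1-1, mgm1-5) were grown with compound in YPEG medium (3% ethanol, 3% glycerol) for 48 hours at 37C. Growth rescue was measured as viability by CellTiterGlo luminescence after 10 minutes at ambient.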
TSHR antag: human thyrotropin receptor antagonism; P16473; TSHR-expressing cells, TSH-stimulated cAMP HTRF, 2 h; active compounds read low; activity change, negative = inhibition, % at 11.5 µM; 0.2% of 330,000 active;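 active = activity change below a set negative limit, meaning inhibition stronger than a set level, cut at about -70% in these data; inconclusive = activity change between two set negative limits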; note: % is set by controls: 0 for no effect and ±100 for the full control effect
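Freshly harvested TSHR cells receive pin-tooled compound, then EC80 TSH at 4nM final. After 2 hours at 37 deg C, antibody in lysis buffer and cAMP-d2 are added; 30 minutes at ambient temperature precede the HTRF read.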
BCR signal inh: inhibitors of chronic active B-cell receptor signaling | Potency, µM (doses to about 46.1 µM), for the others: top-dose ratio change, negative = lower green/red ratio, most hits filed as inhibitors | ABC-DLBCL IkBa-CBG/CBR reporter, luminescence ratio, 4 h | 0.05% of 340,000 active | AID 493014; active = well fitted inhibition curve with a large enough effect in the signal ratio, with a control signal flat, not every such curve was filed as active; inconclusive = small, poorly fitted or top-dose-only effect, or effect the other way, or a change in a side signal; the % refers to the signal ratio;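 note: potency is the fitted concentration of half-maximal effect; plate controls were basal doxycycline-induced cells for no effect and cells given 10 µM MG132 for full effect; MG132 reads +100%, hits lower the ratio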
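Compounds up to 46 uM were incubated four hours with TMD8 cells whose green CBG68 luciferase is fused to IkappaBalpha; red CBR luminescence normalised the signal, and concentration-effect curves were fitted to fusion, red and ratio data.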
USP2a block: blocks human ubiquitin-specific protease USP2a. O75604. USP2 core, Ub-CHOP2 coupled fluorogenic reporter, 485/531. Potency, µM (highest dose often 38.3 µM), inactives show at the highest dose activity change, negative = inhibition, most hits filed as inhibitors. 0.01% of 330,000 active. AID 463254;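 note: potency is the fitted concentration of half-maximal effect; plate controls were DMSO wells for no effect and full inhibition by NEM control for full effect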
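USP2 core (10nM final) preincubated 30min RT with compound in 20mM Tris-HCl pH 8.0, 2mM CaCl2, 2mM beta-mercaptoethanol, 0.05% CHAPS; 25nM Ub-CHOP2 plus 25nM reporter substrate added, fluorescence (Ex485/Em531) read after 60min.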
B2AR arrestin: agonists driving beta-arrestin recruitment to human beta2-adrenergic receptor; Potency, µM (titrated, usually from 46.1 µM), without a hit: at the highest dose activation, most hits filed as activators; AID 492947; 0.02% of 330,000 active; beta-arrestin recruitment to beta2AR, cell-based reporter;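 note: potency is the fitted concentration of half-maximal effect; 0% = DMSO controls and full agonism = EC100 isoproterenol or metaproterenol; nearly all actives have a fitted effect of over 65% in size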
Target sequence (P07550 whole entry, looked up): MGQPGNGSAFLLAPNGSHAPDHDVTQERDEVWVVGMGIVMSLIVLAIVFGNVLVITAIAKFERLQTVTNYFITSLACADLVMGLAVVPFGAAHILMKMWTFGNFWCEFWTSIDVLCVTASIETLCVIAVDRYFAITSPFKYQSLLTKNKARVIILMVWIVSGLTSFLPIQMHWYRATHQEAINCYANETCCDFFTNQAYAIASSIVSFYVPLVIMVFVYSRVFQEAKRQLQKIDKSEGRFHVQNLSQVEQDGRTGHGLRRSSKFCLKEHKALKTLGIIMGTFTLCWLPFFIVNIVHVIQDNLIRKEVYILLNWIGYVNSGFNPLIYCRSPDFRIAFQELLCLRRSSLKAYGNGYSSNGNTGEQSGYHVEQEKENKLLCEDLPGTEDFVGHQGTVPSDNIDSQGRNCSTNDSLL
* hit, by the source's call; ? = inconclusive; . = not tested or not shown; & = joins results of further samples; [ ] = another dose, or the depositor's remark. Unless noted, calls come from the whole dose curve; as a rule, active = well fitted curve in the direction sought with a large enough effect; inconclusive = small, poorly fitted or top-dose-only effect, or another doubt; inactive = no such curve, though single readings can be large; an effect the other way counts as inactive or inconclusive.

SMILES	ELG1 DNA repair	PTAP TSG101 blk	uPA surface inh	TCR act	Tb PFK inh	Eya2 inh	Mito fusion yeast	TSHR antag	BCR signal inh	USP2a block	B2AR arrestin
CCC1=C(OC(=O)N(CC)CC)N2C(=O)OC(=NCCc3c[nH]c4ccccc34)[C@]2(C)[C@H]2C1=CC[C@H]1C(=O)N(CC(=O)OC)C(=O)[C@H]12	13%	1%	-27%	-2%	-4%	8%	25%	4	?	0%	-0.4%
O=C(c1cccc(Cl)c1)N1CCCC(C(=O)N2CCN(c3ccccc3)CC2)C1 (configuration not stated)	-7%	-2%	-3%	-1%	-4%	-4%	5%	-8	-24%	-1%	-1.1%
CCc1ccccc1NC(=O)CSc1nnc([C@H](CCSC)NC(=O)OC(C)(C)C)o1	-1%	-3%	6%	2%	-1%	4%	6%	13	1%	2%	0.1%
O=C(NCc1cccnc1)c1ccc(COc2cccc3ccccc23)o1	?	0%	0%	-8%	-8%	2%	4%	-31	?	1%	0.0%
CCOc1ccccc1C(=O)NCC(=O)N(C)Cc1ccccc1C	1%	-4%	-17%	-8%	12%	-14%	9%	1	-10%	-4%	-0.5%
Cc1nc(-c2ccc(C(=O)N3CCCC3)cc2)cs1	?	-2%	-6%	2%	?	-6%	15%	-8	?	16%	0.1%
Cc1ccc(-n2ncc(C(=O)N3CCc4ccccc4C3)c2NC(=O)c2ccco2)cc1C	-14%	-8%	.	9%[46.1 µM]	0%	-8%	-2%	15	?	-2%	-2.1%
CCOC(=O)c1oc2cc(OCC(N)=O)ccc2c(=O)c1-c1ccc(OC)c(OC)c1	2%	-1%	.	-5%	-7%&-4%	9%&3%	-5%&-13%	6&1	-2%&-22%	0%&-5%	0.0%&0.6%
CN1C(=O)CSc2ccc(NC(=O)N3CCc4ccccc43)cc21	15%	-11%	?	-16%	1%	-9%	-4%	2	?	0%	0.5%
COc1ccc2nc(Nc3nc(CSc4nnnn4-c4ccccc4)cc(=O)[nH]3)nc(C)c2c1	-17%	0%	-4%	1%	-5%	12%	3%	9	1%	3%	-0.1%
N#Cc1nc(-c2ccco2)oc1N1CCCC1	?	-1%	0%	-4%	0%	2%	4%	3	-3%	1%	0.0%
CCOc1ccc(-c2cc(C(=O)NCC3CCCO3)c3ccccc3n2)cc1 (configuration not stated)	?	-2%	-2%	0%[46.1 µM]	3%	3%	0%	-10	-2%	-2%	-0.1%
CC(=O)c1ccc(N=C2SCCCN2C(=O)C2CCCC2)cc1	?	4%	-8%	3%	-1%	2%	-1%	-11	-17%	0%	0.0%
O=c1[nH]ncc(N/N=C\c2cccnc2)c1Cl	0%	-2%	14%	-3%	-2%	6%	0%	9	?	2%	-0.1%
CCn1c(C)nc2cc(-c3nc4n(n3)Cc3ccccc3-4)ccc21	.	-10%	-10%	5%	-19%	-10%	-24%	2	?	-4%	-2.0%
COc1cc(NC(=O)CSc2cc(C)c3cc(C)cc(C)c3n2)c(C(=O)O)cc1OC	20%	-11%	4%	4%	0%	-9%	4%	-4	7%	10%	-0.1%
COc1ccc(OC(C)C(=O)Nc2cccc([N+](=O)[O-])c2)cc1 (configuration not stated)	7%	-3%	-1%	1%[46.1 µM]	0%	5%	13%	2	0%	-1%	-0.8%
COc1ccc(CNCCc2ccccc2)cc1OCC(N)=O	18%	-9%	.	-14%	-2%	-8%	-1%	10	-4%	-7%	4.8%
CO/N=C(\Cn1ncc(N2CCCC2)c(Br)c1=O)c1ccc(Cl)cc1	-5%	0%	-7%	2%	-3%	22%	6%	-6	?	1%	-0.8%
Fc1ccc2[nH]c3c(NCc4ccccc4)ncnc3c2c1	?	-9%	-14%	-2%	5%	?	2%	-35	?	3%	-0.4%
CC(C)Nc1nnc(SCC(=O)NCc2ccc3c(c2)OCO3)s1	-3%	-2%	0%	-6%	1%	3%	0%	11	12%	-2%	0.4%
Cc1cc(NC(=O)CN2CCCCC2)no1	-1%	0%	-8%	4%	2%	-8%	29%	-5	-7%	-4%	-1.1%
Cc1cccn2c(=O)nc(SCC(=O)NCc3ccccc3Cl)nc12	?	1%	-6%	2%	4%	-21%	0%	4	-2%	5%	-0.5%
Cc1cc(C(=O)NCc2cc(F)cc3c2OCOC3)nn1C	-7%	2%	3%	7%	0%	4%	0%	-1	8%	3%	3.4%
COc1ccc(C(=O)Nc2ccccc2C(=O)Nc2ccc(C(=O)O)cc2)cc1	?	1%	-11%	3%	2%	-21%	-3%	-2	?	-1%	-0.1%
COc1ccc(C(=S)N2CCOCC2)cc1OS(=O)(=O)c1ccc(Br)cc1	?	-3%	-6%	-3%	0%	-9%	-6%	-11	1%	1%	-0.6%
N#Cc1ccccc1Sc1ccccc1C(=O)OCC(=O)NC1CCCCC1	8%	-9%	-1%	-3%[46.1 µM]	-7%	-3%	5%	-3	-5%	-7%	-0.3%
COc1ccc2cc(C#N)c(SCC(=O)Nc3nonc3C)nc2c1	-16%	-5%	-3%	4%	6%	-16%	7%	-13	-1%	2%	0.1%
Cc1cc(NS(=O)(=O)c2ccc(NC(=O)C(C)Oc3ccc(C(C)C)cc3)cc2)no1 (configuration not stated)	3%	0%	0%	1%	0%	13%	0%	-4	5%	-2%	0.1%
CC(=O)C1=C(O)C(=O)OC1c1ccc(Cl)cc1 (configuration not stated)	4%	-5%	4%	-14%	1%	10%	-1%	-3	0%	-10%	0.5%
O=C(NCCc1ccccc1)c1ccccc1Cl	?	4%	-6%	-4%	0%	4%	-3%	16	?	2%	-0.8%
Cc1ccc(C)c(Nc2nc3ccccc3n3cnnc23)c1	4%	-2%	-23%	-2%	13%	0%	20%	-1	?	2%	-0.8%
O=C(OCC#CCSc1nnc(-c2cccc3ccccc23)o1)c1cccs1	20%	2%	-6%	1%	5%	5%	0%	3	-17%	2%	0.1%
COc1ccc2c(c1)c(CCN1C(=O)c3ccccc3C1=O)cn2C(=O)c1ccco1	?	-4%	10%	6%	1%	-3%	2%	-6	0%	2%	-0.4%
CCN(CC)S(=O)(=O)c1ccc(-c2nnc(SCC(=O)N3CCOCC3)o2)cc1	-8%	-4%	0%	-8%	3%	16%	0%	-3	6%	-1%	-0.6%
CC(C)(C)OC(=O)N1CSC[C@H]1C(=O)NC[C@H](CC(=O)O)c1ccc(Cl)cc1	?	0%	-26%	0%	-5%	22%	16%	19	0%	2%	-0.5%
CCOc1ccc(OCCOCCOc2ccccc2Cl)cc1	12%	-4%	13%	-9%[46.1 µM]	0%	-4%	-1%	-2	-2%	0%	-0.4%
COc1cccc(NC(=O)CCN2C(=O)c3ccccc3S2(=O)=O)c1	13%	-7%	.	-24%	2%	5%	-1%	-7	-73%	1%	-0.1%
COc1ccc(-c2cn3cc(C)ccc3n2)cc1Br	?	-9%	-20%	-5%[46.1 µM]	5%	2%	16%	-2	-4%	2%	-0.3%
Cc1ccccc1NC(=O)c1ccc(F)c(S(=O)(=O)N2CCN(c3ccccn3)CC2)c1	23µM*	-10%	.	2%	-6%	11%	8%	-34	1%	3%	0.1%
O=C(CCCSc1ccccc1)Nc1nc(-c2ccco2)c(-c2ccco2)s1	?	2%	0%	?	-1%	-7%	-6%	-17	15%	-13%	12%
Cc1c(NC(=O)CN2C(=O)NC(C)(c3ccc(Cl)cc3)C2=O)c(=O)n(-c2ccccc2)n1C (configuration not stated)	-2%	2%	10%	7%	-1%	-7%	-6%	1	-10%	3%	-0.1%
CCOc1cccc2cc(C(=O)Nc3ccccc3-c3ccccc3)c(=O)oc12	5%	0%	13%	-9%[46.1 µM]	5%	3%	3%	3	3%	1%	0.5%
O=C(COc1ccccc1Cl)NCCc1ccc2c(c1)OCCO2	?	-7%	2%	7%[46.1 µM]	3%	5%	16%	1	-22%	5%	-0.3%
CCCCNC(=S)NC(C)(C)CO	3%	-4%	1%	-1%	2%	4%	2%	-2	5%	-1%	-0.2%
CCCCn1nnnc1SCC(=O)Nc1ccc(N(C)C)cc1	0%	-7%	2%	1%	2%	-13%	0%	-4	?	-5%	-0.2%
CC1(C(=O)O)CCC(C(=O)Nc2ccc(S(N)(=O)=O)cc2)C1(C)C (configuration not stated)	0%	-1%	3%	1%	4%	4%[15.4 µM]	-4%	18	3%	-4%	-0.4%
Cc1ccc(C(=O)NCCN2CCOCC2)cc1Cl	?	-4%	-1%	5%	-1%	20%	-1%	9	5%	5%	-1.1%
